Compound activity: PubChem BioAssay, Sanford-Burnham Center for Chemical Genomics
APJ antagonist: APJ receptor antagonism. AID 2521. actives 0.32% (n = 330,000). inhibition, % at 20 µM. CHO-K1 APJ beta-arrestin complementation, luminescence. P35414;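 active means inhibition above about 40% at 20 µM, limit read from the data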;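 further: cells challenged with 10 nM apelin-13 agonist together with compound; plate controls were apelin-13 plus DMSO wells for no effect and DMSO wells lacking apelin-13 for full effect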
Target sequence (P35414 whole entry, looked up): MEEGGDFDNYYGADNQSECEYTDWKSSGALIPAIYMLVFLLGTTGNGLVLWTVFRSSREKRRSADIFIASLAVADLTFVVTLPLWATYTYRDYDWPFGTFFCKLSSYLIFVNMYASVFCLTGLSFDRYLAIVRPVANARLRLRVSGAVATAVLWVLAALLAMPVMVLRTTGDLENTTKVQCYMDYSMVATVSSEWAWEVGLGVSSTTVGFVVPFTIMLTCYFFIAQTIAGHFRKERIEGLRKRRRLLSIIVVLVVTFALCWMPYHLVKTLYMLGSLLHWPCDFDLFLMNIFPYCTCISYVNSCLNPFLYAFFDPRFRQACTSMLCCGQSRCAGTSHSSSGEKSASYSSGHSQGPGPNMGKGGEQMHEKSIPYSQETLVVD
tim23-1 inh: tim23-1 yeast growth inhibition; S. cerevisiae tim23-1 growth, BacTiter-Glo luminescence, 24 h; inhibition, % at 20 µM; actives 1.3% (n = 330,000); AID 463212;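 active means growth inhibition of the mutant yeast at or above 50%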;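 further: temperature-sensitive mutant grown at 25 °C; plate controls were DMSO-treated mutant yeast for no effect and medium wells lacking yeast for full effect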
CXCR6 inh: inhibitors of human CXCR6 receptor. CHO-K1 PathHunter CXCR6 beta-arrestin, luminescence. actives 0.36% (n = 360,000). AID 602244. inhibition, % at 20 µM. O00574; in the data active means inhibition above about 34%, passing the limit was not always enough;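 further: antagonist mode with CXCL16 agonist at 10 nM final; 0% = 10 nM CXCL16 with DMSO and 100% = unstimulated wells without agonist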
Target sequence (O00574 whole entry, looked up): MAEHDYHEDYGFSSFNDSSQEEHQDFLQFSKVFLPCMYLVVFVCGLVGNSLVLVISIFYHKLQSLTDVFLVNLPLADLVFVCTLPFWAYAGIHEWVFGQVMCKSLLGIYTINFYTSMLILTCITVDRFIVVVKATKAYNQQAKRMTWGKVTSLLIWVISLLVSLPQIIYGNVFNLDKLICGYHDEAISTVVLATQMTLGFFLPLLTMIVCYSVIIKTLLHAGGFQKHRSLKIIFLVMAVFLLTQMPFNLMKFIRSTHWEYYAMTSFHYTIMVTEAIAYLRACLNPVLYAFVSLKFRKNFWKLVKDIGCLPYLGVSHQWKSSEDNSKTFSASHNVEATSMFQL
Mdm2 MdmX PPI: disrupts the human Mdm2-MdmX interaction; O15151+Q00987; SaOS-2 split-luciferase Mdm2/MdmX complementation, luminescence; inhibition, % at 8 µM; actives 3% (n = 330,000); AID 485346;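 active means inhibition of at least 50% at 8 µM in the primary screen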
CHOP UPR activ: activators of apoptotic arm of unfolded protein response (CHOP); CHO-CHOP luciferase reporter, UPR activation, luminescence; percent of tunicamycin response over DMSO baseline; activation, % at 10 µM; actives 0.34% (n = 330,000);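 active means at 10 µM dose, activation of 40% or more, normalized to positive control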;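 further: 100% = tunicamycin at 10 µg/mL and 0% = DMSO alone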
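System: CHO-CHOP luciferase reporter cell line; amount: 500 cells/well; buffer or medium: F12 medium containing 10% fetal bovine serum; incubation: 6 h compound exposure at 37 °C after overnight seeding; measured by: luciferase luminescence after 10 min with Steady-Glo reagent; evaluation: % reporter activation, DMSO baseline versus tunicamycin full activation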
APJ agonist: activates the human apelin receptor APJ; AID 2520; CHO-K1 APJ PathHunter beta-arrestin, luminescence; 0% DMSO wells, 100% apelin; P35414; activation, % at 20 µM; actives 0.11% (n = 330,000);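 active means activation more than six SD over the plate average, tested at 20 µM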;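 further: 0% = DMSO alone and 100% = apelin-13 at 10 nM; some results filed as inactive read as strong as hits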
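Test system: CHO-K1 APJ beta-arrestin complementation cell line | Compound: Single test compound dose, 20 µM final, 1% DMSO | Incubation: Compound 90 min 25 °C, reagent 1 h | Measured by: beta-gal luminescence | Read-out basis: APJ–arrestin association signal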
tim10-1 inh: inhibits growth of tim10-1 mutant yeast. AID 463190. inhibition, % at 20 µM. S. cerevisiae tim10-1 ts strain growth, BacTiter-Glo, 24 h. actives 2.2% (n = 330,000);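 active means inhibition of at least 40%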;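 further: mutant grown at 25 °C; 0% = DMSO wells with yeast and 100% = wells holding no yeast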
TIM10 inh: inhibits growth of TIM10 yeast strain; S. cerevisiae TIM10 strain growth, BacTiter-Glo luminescence, 24 h; inhibition, % at 10 µM; actives 1.4% (n = 330,000); AID 463195;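 active means inhibition of 40% or more at the single tested concentration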;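 further: wild-type TIM10 isogenic control strain grown at permissive 25 °C; 0% = DMSO yeast wells and 100% = minimal medium wells without yeast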
UPR XBP1 act: activators of adaptive arm of unfolded protein response (XBP1) | activation, % at 20 µM | CHO-XBP1 luciferase reporter, IRE1-XBP1 UPR activation, luminescence; percent of tunicamycin response, DMSO as zero | actives 0.33% (n = 330,000) | AID 463104;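 active means versus positive control, 20 µM dose yields 30% or more activation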;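 further: 100% = tunicamycin at 10 µg/mL and 0% = DMSO only wells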
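Assay system: IRE1-XBP1 luciferase reporter CHO line. Input: 1000 cells/well. Buffer or medium: F12 with 10% serum. Doses: 20 µM, 1% DMSO. Times: overnight seeding at 37 °C, 6 h compound treatment at 37 °C. Technique: Steady-Glo luciferase glow luminescence, 10 min after reagent addition.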
Numbers without * were called inactive. This is a subset; the hit share may differ from the screen's.

Results for C=CCN(CC=C)Cc1cc(=O)n2c(-c3ccccc3)csc2n1 ?
APJ antagonist: -23; tim23-1 inh: 6; CXCR6 inh: 2; Mdm2 MdmX PPI: 2; CHOP UPR activ: 0.0; APJ agonist: 2; tim10-1 inh: 4; TIM10 inh: 5; UPR XBP1 act: -6

Results for COc1ccc(N2CCN(c3ccc(C(=O)O)cc3[N+](=O)[O-])CC2)cc1 ?
APJ antagonist: -26; tim23-1 inh: -13; CXCR6 inh: 14; Mdm2 MdmX PPI: -7; CHOP UPR activ: 1.4; APJ agonist: -3; tim10-1 inh: 15; TIM10 inh: 5; UPR XBP1 act: -3

Results for OCCNc1nc2ccc(Cl)cc2[nH]1 ?
APJ antagonist: 10; tim23-1 inh: 1; CXCR6 inh: -9; Mdm2 MdmX PPI: -3; CHOP UPR activ: 2.1; APJ agonist: -2; tim10-1 inh: 9; TIM10 inh: -1; UPR XBP1 act: 1

How did O=C(CNC(=O)c1ccccc1F)OCC(=O)N1CCCc2ccccc21 do in these assays?
APJ antagonist: 4; tim23-1 inh: 1; CXCR6 inh: -3; Mdm2 MdmX PPI: 15; CHOP UPR activ: 1.2; APJ agonist: -2; tim10-1 inh: 2; TIM10 inh: -2; UPR XBP1 act: 2

Results for Cc1ccc(-c2nc(COC(=O)c3c(C)noc3C)cs2)cc1 ?
APJ antagonist: 0; tim23-1 inh: 5; CXCR6 inh: 2; Mdm2 MdmX PPI: -66; CHOP UPR activ: 4.1; APJ agonist: 1; tim10-1 inh: 26; TIM10 inh: 2; UPR XBP1 act: 3

Results for COC(=O)c1ccc(CN2CCCC(CO)(Cc3ccc(F)cc3F)C2)cc1 (stereo unspecified) ?
APJ antagonist: 7; tim23-1 inh: 25; CXCR6 inh: -15; Mdm2 MdmX PPI: 12; CHOP UPR activ: -0.5; APJ agonist: -1; tim10-1 inh: 22; TIM10 inh: 3; UPR XBP1 act: -3

How did CCCCCOc1ccc(C(=O)NCC(=O)NCC(=O)OCC)cc1 do in these assays?
APJ antagonist: -15; tim23-1 inh: 10; CXCR6 inh: -8; Mdm2 MdmX PPI: 30; CHOP UPR activ: 2.2; APJ agonist: 1; tim10-1 inh: 2; TIM10 inh: -19; UPR XBP1 act: -2

What do the screens show for `CC1CCN(C(=O)COC(=O)C(C)N2C(=O)c3ccccc3C2=O)CC1` (stereo unspecified)?
APJ antagonist: 18; tim23-1 inh: -11; CXCR6 inh: 0; Mdm2 MdmX PPI: 10; CHOP UPR activ: -1.9; APJ agonist: -1; tim10-1 inh: -26; TIM10 inh: -21; UPR XBP1 act: -1

What do the screens show for `COc1cccc(CNCC2CCCO2)c1` (stereo unspecified)?
APJ antagonist: 3; tim23-1 inh: 11; CXCR6 inh: -14; Mdm2 MdmX PPI: -3; CHOP UPR activ: 1.3; APJ agonist: -3; tim10-1 inh: 3; TIM10 inh: -1; UPR XBP1 act: -2

What do the screens show for `C#CC[N+]1(CC#Cc2ccccc2)CCCC1`?
APJ antagonist: 8; tim23-1 inh: 5; CXCR6 inh: 2; Mdm2 MdmX PPI: 7; CHOP UPR activ: 0.6; APJ agonist: -3; tim10-1 inh: 4; TIM10 inh: 3; UPR XBP1 act: 3

Results for Cc1ccc(CNC(=O)CN2CCN(c3ccc(F)cc3)CC2)cc1 ?
APJ antagonist: -4; tim23-1 inh: 8; CXCR6 inh: -9; Mdm2 MdmX PPI: 2; CHOP UPR activ: 0.4; APJ agonist: -4; tim10-1 inh: -6; TIM10 inh: 1; UPR XBP1 act: -2

Results for Cc1cc(NC(=O)CSc2nccn2-c2ccc(F)cc2)no1 ?
APJ antagonist: 16; tim23-1 inh: 5; CXCR6 inh: -8; Mdm2 MdmX PPI: 23; CHOP UPR activ: -2.5; APJ agonist: 1; tim10-1 inh: -3; TIM10 inh: 4; UPR XBP1 act: -6

Compounds listed so far that have an aryl methoxy group, in the order listed:
Results for COc1ccc(N2CCN(c3ccc(C(=O)O)cc3[N+](=O)[O-])CC2)cc1 ?
APJ antagonist: -26; tim23-1 inh: -13; CXCR6 inh: 14; Mdm2 MdmX PPI: -7; CHOP UPR activ: 1.4; APJ agonist: -3; tim10-1 inh: 15; TIM10 inh: 5; UPR XBP1 act: -3

What do the screens show for `COc1cccc(CNCC2CCCO2)c1` (stereo unspecified)?
APJ antagonist: 3; tim23-1 inh: 11; CXCR6 inh: -14; Mdm2 MdmX PPI: -3; CHOP UPR activ: 1.3; APJ agonist: -3; tim10-1 inh: 3; TIM10 inh: -1; UPR XBP1 act: -2

The listing continues.
What do the screens show for `O=C(CN(Cc1ccco1)C(=O)Cn1nnc(-c2cccs2)n1)NCC1CCCO1` (stereo unspecified)?
APJ antagonist: 11; tim23-1 inh: 4; CXCR6 inh: 10; Mdm2 MdmX PPI: 12; CHOP UPR activ: 1.8; APJ agonist: -3; tim10-1 inh: -3; TIM10 inh: 7; UPR XBP1 act: -2

Results for O=C(OCC(=O)N1CCCc2ccccc21)c1ccccc1NCCO ?
APJ antagonist: 15; tim23-1 inh: 14; CXCR6 inh: -9; Mdm2 MdmX PPI: 11; CHOP UPR activ: -0.1; APJ agonist: -7; tim10-1 inh: 20; TIM10 inh: 13; UPR XBP1 act: -2

Results for CN(Cc1ccccc1)C(=O)COC(=O)c1ccc(=O)n(Cc2ccccc2)n1 ?
APJ antagonist: 13; tim23-1 inh: 11; CXCR6 inh: 8; Mdm2 MdmX PPI: 14; CHOP UPR activ: 1.9; APJ agonist: -4; tim10-1 inh: 3; TIM10 inh: 13; UPR XBP1 act: -3

Results for Cc1noc(/C=C/N(C)C)c1S(=O)(=O)N1CCC(C(=O)O)CC1 ?
APJ antagonist: -11; tim23-1 inh: 10; CXCR6 inh: -3; Mdm2 MdmX PPI: 38; CHOP UPR activ: -2.1; APJ agonist: -4; tim10-1 inh: 1; TIM10 inh: -9; UPR XBP1 act: -3

Results for CNC(=S)N/N=C/c1c(C)nn(-c2cccc(Cl)c2)c1Cl ?
APJ antagonist: -5; tim23-1 inh: -7; CXCR6 inh: 0; Mdm2 MdmX PPI: 21; CHOP UPR activ: 14; APJ agonist: 6; tim10-1 inh: 20; TIM10 inh: -9; UPR XBP1 act: 3

Results for CNC(=O)c1ccc(NC(=O)CCc2c(C)noc2C)cc1 ?
APJ antagonist: 3; tim23-1 inh: -13; CXCR6 inh: -8; Mdm2 MdmX PPI: -8; CHOP UPR activ: -0.5; APJ agonist: -5; tim10-1 inh: -3; TIM10 inh: 4; UPR XBP1 act: -3

Results for Cc1ccc(S(=O)(=O)NNC(=O)C(O)(c2ccccc2C)c2ccccc2C)cc1 ?
APJ antagonist: 23; tim23-1 inh: 6; CXCR6 inh: -3; Mdm2 MdmX PPI: -22; CHOP UPR activ: 3.2; APJ agonist: -1; tim10-1 inh: 23; TIM10 inh: 21; UPR XBP1 act: 0

Results for Cc1ccc(NCc2nc3ccccc3n2CCOc2ccccc2)cc1 ?
APJ antagonist: 11; tim23-1 inh: 57*; CXCR6 inh: 8; Mdm2 MdmX PPI: -47; CHOP UPR activ: 4.8; APJ agonist: 0; tim10-1 inh: 44*; TIM10 inh: 17; UPR XBP1 act: 4

Results for O=S(=O)(NCCc1ccccc1)c1cnc(Cl)c(Br)c1 ?
APJ antagonist: -19; tim23-1 inh: 18; CXCR6 inh: -22; Mdm2 MdmX PPI: 0; CHOP UPR activ: 0.0; APJ agonist: 2; tim10-1 inh: 14; TIM10 inh: 4; UPR XBP1 act: -7

What do the screens show for `COC(=O)c1ccc2ccn(CC(=O)NC(C)C)c2c1`?
APJ antagonist: 27; tim23-1 inh: 13; CXCR6 inh: 1; Mdm2 MdmX PPI: -4; CHOP UPR activ: 1.3; APJ agonist: -2; tim10-1 inh: 6; TIM10 inh: 7; UPR XBP1 act: 0

What do the screens show for `O=C1CN(c2nc(-c3cccs3)nc3sc4c(c23)CCCC4)CCN1`?
APJ antagonist: -20; tim23-1 inh: 35; CXCR6 inh: 2; Mdm2 MdmX PPI: -43; CHOP UPR activ: 4.7; APJ agonist: 3; tim10-1 inh: 33; TIM10 inh: 33; UPR XBP1 act: 12

Results for Cc1ccccc1-c1n[nH]c(=S)o1 ?
APJ antagonist: 2; tim23-1 inh: 10; CXCR6 inh: 6; Mdm2 MdmX PPI: 17; CHOP UPR activ: -2.0; APJ agonist: 2; tim10-1 inh: 11; TIM10 inh: -7; UPR XBP1 act: -2

What do the screens show for `COc1cccc(C(=O)NN=C2CCCC2)c1`?
APJ antagonist: 5; tim23-1 inh: 10; CXCR6 inh: 9; Mdm2 MdmX PPI: 15; CHOP UPR activ: 0.9; APJ agonist: 8; tim10-1 inh: 5; TIM10 inh: 7; UPR XBP1 act: -6

How did CC1CCC(CN2CCN=C2Nc2ccccc2)CC1 (stereo unspecified) do in these assays?
APJ antagonist: 1; tim23-1 inh: 17; CXCR6 inh: 4; Mdm2 MdmX PPI: -2; CHOP UPR activ: -0.4; APJ agonist: -1; tim10-1 inh: 7; TIM10 inh: 9; UPR XBP1 act: 0

How did Cc1cc2c(cc1C)C(=O)NC(C)(C)C2 do in these assays?
APJ antagonist: 15; tim23-1 inh: 5; CXCR6 inh: -4; Mdm2 MdmX PPI: 28; CHOP UPR activ: -1.6; APJ agonist: -6; tim10-1 inh: 7; TIM10 inh: -2; UPR XBP1 act: -4

Results for OCC(O)CN1CCCC1 (stereo unspecified) ?
APJ antagonist: -6; tim23-1 inh: 2; CXCR6 inh: 2; Mdm2 MdmX PPI: 5; CHOP UPR activ: 1.9; APJ agonist: -5; tim10-1 inh: -6; TIM10 inh: 0; UPR XBP1 act: -1

How did CCCN(CCC)C(=O)C1CCCN1S(=O)(=O)c1cccc2nsnc12 (stereo unspecified) do in these assays?
APJ antagonist: 15; tim23-1 inh: 2; CXCR6 inh: 2; Mdm2 MdmX PPI: 19; CHOP UPR activ: 0.8; APJ agonist: -5; tim10-1 inh: 13; TIM10 inh: 0; UPR XBP1 act: 2

Results for CCOC(=O)N1CCN(C(=O)Cn2nc(C)n3nc(-c4ccc(CC)cc4)cc3c2=O)CC1 ?
APJ antagonist: -7; tim23-1 inh: 18; CXCR6 inh: -2; Mdm2 MdmX PPI: 6; CHOP UPR activ: -0.8; APJ agonist: -2; tim10-1 inh: 25; TIM10 inh: 6; UPR XBP1 act: -2

Results for CC(=O)NC1CC2CCCC(C1)N2CC(=O)N1CCCc2ccccc21 (stereo unspecified) ?
APJ antagonist: 2; tim23-1 inh: 12; CXCR6 inh: -4; Mdm2 MdmX PPI: -4; CHOP UPR activ: -0.4; APJ agonist: 3; tim10-1 inh: 6; TIM10 inh: -5; UPR XBP1 act: -1

What do the screens show for `COc1ccc(-n2c(C)cc(C(=O)CN3C(=O)c4ccccc4C3=O)c2C)cc1`?
APJ antagonist: 6; tim23-1 inh: -3; CXCR6 inh: 6; Mdm2 MdmX PPI: -12; CHOP UPR activ: 2.5; APJ agonist: -1; tim10-1 inh: 5; TIM10 inh: 14; UPR XBP1 act: -2
